TGFb inhibitor: TGF-b pathway inhibition; HepG2 CAGA-GFP TGF-b/SMAD3 reporter, GFP fluorescence, 18 h; TGF-beta stimulated, 500 pg/mL final; 410,000 compounds, 1.2% hits; AID 588855; Potency, µM (doses to about 46.1 µM), for the others: at the highest dose activity, negative = inhibition, actives largely listed as inhibitors; further: on the % scale 0 is the no-effect control and ±100 the full control effect; nearly all actives have a fitted effect of over 65% in size
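Cell-based qHTS in HEPG2 carrying a CAGA-GFP Smad reporter; compounds added before 500 pg/mL final TGF-beta, 18 h incubation at 37 degrees C, GFP fluorescence quantified per cell by imaging cytometry.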
ATXN2 expr inh: ATXN2 expression inhibition | HEK-293 ATXN2-luciferase reporter, luminescence, 24 h | Potency, µM (series often up to 57 µM), inactives show at the highest dose activity change, negative = inhibition, usual class: inhibitors | 360,000 compounds, 0.72% hits | AID 1745845; further: on the % scale 0 is the no-effect control and ±100 the full control effect; nearly all actives have a fitted effect of over 55% in size
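ATXN2-luciferase reporter cells (luciferase flanked by upstream and downstream ATXN2 gene portions) were treated 24 h at 37 °C with compounds at up to 57 uM. SteadyGlo luminescence gave expression; GF-AFC fluorescence gave viability.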
Nrf2 activator: activates Nrf2 signaling; AREc32 ARE-luciferase reporter (MCF7-derived line), luminescence, 24 h; Potency, µM (doses to about 46.1 µM), inactives show at the highest dose activation, usual class: activators; 410,000 compounds, 0.31% hits; further: % of control where 0% means no effect; nearly all actives have a fitted effect of over 65% in size
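Each well held 1000 AREc32 cells, which were incubated with compound for 24 hr at 37 deg C after overnight attachment, and ARE reporter activity was quantified by firefly luciferase luminescence.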
HepG2 tox: HepG2 cytotoxicity, counter-screen for TGF-b inhibitors; HepG2 CAGA-GFP viability, ATP luminescence, 18 h; Potency, µM (series often up to 46.1 µM), without a hit: top-dose activity change, negative = cytotoxicity, actives largely listed as cytotoxic; 410,000 compounds, 0.76% hits; further: some results filed as inactive show a strong effect at the top dose
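CellTiter-Glo luminescence gave cytotoxicity after 18 hours at 37 degrees C. The cells were HepG2 CAGA-GFP in 1% FBS DMEM, stimulated with 500 pg/mL TGF-beta after compound addition. %Activity was normalised to no-cell wells (complete cell-killing) and DMSO (no toxicity), and curves were fitted and classified.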
Nrf2 block: Nrf2 pathway inhibition; A549 ARE-Fluc reporter, luciferase luminescence, 18-24 h; 360,000 compounds, 2.1% hits; AID 504444; Potency, µM (top dose mostly 46 µM), without a hit: top-dose activity change, negative = inhibition, actives largely listed as inhibitors; further: on the % scale 0 is the no-effect control and ±100 the full control effect; nearly all actives have a fitted effect of over 60% in size
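A549 ARE_Fluc cells, 5000/well, 5% FBS OPTI-MEM; compounds in dose-response, 18-24 h at 37 °C/5% CO2; CellTiter-Fluor viability read (Ex 405/Em 525), then BugLite luciferase luminescence = Nrf2 activity.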
EPAC2 antag: EPAC2 (human) antagonism; AID 720708; EPAC2 GEF exchange of Rap1B-BODIPY-GDP, fluorescence; 360,000 compounds, 0.18% hits; Potency, µM (highest dose often 114 µM), without a hit: at the highest dose activity, negative = inhibition, actives largely listed as inhibitors; further: on the % scale 0 is the no-effect control and ±100 the full control effect; nearly all actives have a fitted effect of over 45% in size; many of its hits are not listed in these tables
Target sequence (Q8WZA2 whole entry, looked up): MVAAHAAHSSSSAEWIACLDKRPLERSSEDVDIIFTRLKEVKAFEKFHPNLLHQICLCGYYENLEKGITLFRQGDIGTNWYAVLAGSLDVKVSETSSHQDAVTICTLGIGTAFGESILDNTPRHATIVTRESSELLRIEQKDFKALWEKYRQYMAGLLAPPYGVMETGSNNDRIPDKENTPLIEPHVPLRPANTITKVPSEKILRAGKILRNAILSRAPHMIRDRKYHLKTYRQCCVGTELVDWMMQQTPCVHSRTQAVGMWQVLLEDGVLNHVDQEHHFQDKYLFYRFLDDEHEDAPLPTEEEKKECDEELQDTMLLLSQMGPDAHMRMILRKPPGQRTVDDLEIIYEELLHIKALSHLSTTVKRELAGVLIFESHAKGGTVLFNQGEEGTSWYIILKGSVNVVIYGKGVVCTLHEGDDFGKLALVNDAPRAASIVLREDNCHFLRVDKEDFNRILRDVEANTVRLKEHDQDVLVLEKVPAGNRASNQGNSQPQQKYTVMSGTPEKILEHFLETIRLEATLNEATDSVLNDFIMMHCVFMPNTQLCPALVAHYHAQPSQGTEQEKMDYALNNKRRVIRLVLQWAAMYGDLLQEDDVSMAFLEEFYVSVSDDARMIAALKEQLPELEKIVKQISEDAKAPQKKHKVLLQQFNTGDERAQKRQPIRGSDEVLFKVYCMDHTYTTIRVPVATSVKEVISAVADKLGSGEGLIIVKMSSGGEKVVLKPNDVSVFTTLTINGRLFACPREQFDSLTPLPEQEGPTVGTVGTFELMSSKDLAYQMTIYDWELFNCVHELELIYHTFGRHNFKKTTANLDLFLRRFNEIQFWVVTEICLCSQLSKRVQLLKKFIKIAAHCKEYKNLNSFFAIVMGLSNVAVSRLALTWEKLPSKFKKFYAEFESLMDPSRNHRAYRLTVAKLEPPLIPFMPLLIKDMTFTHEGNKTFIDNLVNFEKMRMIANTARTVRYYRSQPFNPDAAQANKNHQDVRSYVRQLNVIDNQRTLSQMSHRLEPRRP
A549 viability: counter-screen for Nrf2 inhibitors: cytotoxicity in A549 cells; A549 ARE-Fluc cells, CellTiter-Fluor viability, 18-24 h; Potency, µM (titrated, usually from 46 µM), without a hit: at the top dose activity change, negative = cytotoxicity, most hits filed as inhibitors; 390,000 compounds, 0.16% hits; further: on the % scale 0 is the no-effect control and ±100 the full control effect
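A549 ARE_Fluc cells in 5% FBS OPTI-MEM were exposed to compounds in concentration-response for 18-24 h at 37 deg C. Viability was read by CellTiter-Fluor fluorescence (Ex 405/Em 525) after 30 min, before the luciferase read.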
MCF10A rerep: induces DNA re-replication in MCF 10a normal breast cells | 350,000 compounds, 2.9% hits | MCF 10A DNA re-replication, Hoechst nuclear intensity, 48 h | Potency, µM (series often up to 46.1 µM), for the others: at the top dose activity, positive = re-replication, most hits filed as activators; further: % of control where 0% means no effect; nearly all actives have a fitted effect of over 50% in size
ATXN viability: cell viability loss in ATXN counter-screen. Potency, µM (series often up to 56.7 µM), usual class: cytotoxic. AID 651635. 400,000 compounds, 0.49% hits. S2 cells (HEK-293 line with an ATXN2-luciferase reporter) viability, CellTiter-Fluor protease fluorescence, 24 h; further: nearly all actives have a fitted effect of over 40% in size
Active calls of the source: *; i = inactive; ? = inconclusive; . = no result given; [ ] = dose if it differs, or a comment. The call rests on the fitted dose curve; in most records, active means well fitted curve in the direction sought with a large enough effect; inconclusive means small, poorly fitted or top-dose-only effect, or another doubt; inactive means no such curve, though single readings can be large; an effect the other way counts as inactive or inconclusive. Potency means the concentration at half of the fitted maximal effect. This is a subset (hit frequency here may not be typical).

Start of the listing, in advance:
| SMILES | TGFb inhibitor | ATXN2 expr inh | Nrf2 activator | HepG2 tox | Nrf2 block | EPAC2 antag | A549 viability | MCF10A rerep | ATXN viability |
| --- | --- | --- | --- | --- | --- | --- | --- | --- | --- |
| Cn1cnc2c(=O)oc3ccc(S(=O)(=O)Nc4ccc(F)cc4)cc3c21 | -11% | -14% | 6.0% | -21% | 10% | . | 10% | . | i |
| COc1cc2[nH]c3c(=O)n(CCN4CCCCC4)cnc3c2cc1OC | 3% | -8% | 1.8% | -4% | 0% | -11% | ? | 3% | i |
| CN(C)CCCN(C(=O)c1ccc(S(=O)(=O)N2CCc3ccccc32)cc1)c1nc2ccc(Cl)cc2s1 | ? | -16% | 9.8% | -79% | -10% | ? | -7% | 3% | i |

The list itself, previewed entries included:
| SMILES | TGFb inhibitor | ATXN2 expr inh | Nrf2 activator | HepG2 tox | Nrf2 block | EPAC2 antag | A549 viability | MCF10A rerep | ATXN viability |
| --- | --- | --- | --- | --- | --- | --- | --- | --- | --- |
| Cn1cnc2c(=O)oc3ccc(S(=O)(=O)Nc4ccc(F)cc4)cc3c21 | -11% | -14% | 6.0% | -21% | 10% | . | 10% | . | i |
| COc1cc2[nH]c3c(=O)n(CCN4CCCCC4)cnc3c2cc1OC | 3% | -8% | 1.8% | -4% | 0% | -11% | ? | 3% | i |
| CN(C)CCCN(C(=O)c1ccc(S(=O)(=O)N2CCc3ccccc32)cc1)c1nc2ccc(Cl)cc2s1 | ? | -16% | 9.8% | -79% | -10% | ? | -7% | 3% | i |
| COc1cc(CNCc2c[nH]c3ccccc23)cc(OC)c1 | -6% | -31% | 4.1% | -32% | ? | 0% | 4% | ? | ? |
| COc1ccc(NC(=S)Nc2nc(CC(=O)Nc3ccccc3OC)cs2)cc1 | ? | -7% | 2.3% | -30% | ? | -6% | ? | 21µM* | i |
| CSc1nc(N)nc2c1ncn2Cc1ccccc1 | 8% | -1% | 5.5% | 10% | -17% | 2% | -1% | -15% | i |
| NC(=O)CSc1nc(C23CC4CC(CC(C4)C2)C3)nc2ccccc12 | -22% | . | -0.4% | 2% | 4% | 14% | -15% | ? | ? |
| COc1ccc(-c2cc(C(=O)Nc3cnn(Cc4ccc(F)cc4)c3)no2)cc1OC | 1% | -17% | -0.9% | -4% | -12% | . | 2% | . | ? |
| O=C(O)C1=C(Nc2ccccc2)OCC1=O | 5% | -6% | 0.2% | -1% | 11% | -9% | 0% | 1% | i |
| COC(=O)c1ccc2c(c1)C(C)(C)C(/C=C/c1ccc(O)cc1)=[N+]2C | 4µM* | 3.2µM* | ? | 3.5µM* | . | 2% | ? | 7.1µM* | 7.9µM* |
| Cc1ccccc1-n1c(Cn2c(=O)sc3ccccc32)nnc1SC(C)C | ? | 1% | 0.1% | -21% | -2% | 3% | -10% | 5% | i |
| CN(Cc1ccccc1)S(=O)(=O)c1ccc(Cl)c(C(=O)NCCc2ccccn2)c1 | -18% | -17% | -0.3% | 0% | ? | 5% | 5% | 0% | i |
| Cc1cc(C)cc(OCC(=O)Nc2cccc(S(=O)(=O)NC3=NCCC3)c2)c1 | -2% | 0% | -1.1% | 7% | ? | -8% | -19% | ? | i |
| COC(=O)CCCSc1nccn1-c1ccccc1 | 11% | -15% | -1.0% | 31% | 3% | -10% | 2% | -1% | i |
| CC1CCC(NC(=O)CCS(=O)(=O)c2ccc3c(c2)NC(=O)CO3)CC1 (stereo not drawn) | 20% | -5% | -0.3% | -13% | 14% | 1% | -14% | -1% | i |
| CC(C)(C)c1cc(NC(=O)c2cccc([N+](=O)[O-])c2)no1 | -3% | 30% | 2.6% | -24% | ? | -3% | 12% | -5% | i |
| CCOc1ccc(-c2nc(S(=O)(=O)c3ccccc3)c(N3CCC(C(N)=O)CC3)o2)cc1 | -2% | 6% | -0.7% | -3% | 2% | 4% | 1% | 1% | i |
| Cc1ccc(Cn2c(C)c(CNC(C)c3ccccc3)c(C(=O)O)c2C)cc1 (stereo not drawn) | 4% | 15% | -0.5% | -11% | ? | . | 8% | . | i |
| CCOC(=O)C1(Cc2ccc(OC)cc2)CCN(C(=O)CCN2CCCC2=O)CC1 | -2% | . | 0.4% | 15% | 12% | 0% | -1% | 8% | i |
| CCOC(=O)C1=C(COC(=O)C2(C)CC2(Cl)Cl)NC(=O)NC1c1ccccc1 (stereo not drawn) | 9% | -13% | 0.7% | 0% | 15% | 4% | 0% | 3% | i |
| O=C(Nc1ccccc1)N(Cc1cccnc1)Cc1ccco1 | 22% | 8% | 0.2% | -1% | -2% | -6% | -11% | -10% | i |
| COc1ccc(N(C)C(=O)c2ccc3c(c2)nnn3C)cc1 | 8% | 5% | 0.4% | -4% | ? | -10% | -11% | 2% | i |
| CCCc1cc(C(=O)Nc2c(C)n(C)n(-c3ccccc3)c2=O)no1 | ? | 6% | -0.8% | -13% | 4% | 14% | -3% | -6% | i |
| CCOC(=O)c1ccc(CNC(=O)CSc2nnc(-c3ccncc3)o2)cc1 | -16% | -3% | 3.7% | -31% | -5% | -3% | 13% | 11% | i |
| CCOC(=O)C(O)(C1C(=O)CC(C)(C)CC1=O)C(F)(F)F (stereo not drawn) | -6% | 4% | 2.6% | 6% | 11% | -2% | -5% | -2% | i |
| Cc1ccccc1-c1nnn(CC(=O)NCc2ccc3c(c2)OCO3)n1 | -2% | -1% | -0.7% | 3% | -12% | 9% | . | 8% | i |
| CC(C)Cc1cc(C(=O)N2CCC(N3CCC(C(=O)N4CCOCC4)CC3)CC2)n[nH]1 | -6% | 3% | 0.0% | -20% | -7% | 4% | 0% | 1% | i |
| O=C(CCCc1nc2ccccc2s1)NC1CCOC1=O (stereo not drawn) | -9% | 30% | -0.6% | 3% | 22% | -2% | 1% | 15% | i |
| O=C(NCCc1ccc2c(c1)OCO2)Oc1ccccc1 | . | 11% | 4.7% | . | . | -8% | . | . | i |
| O=S1(=O)CC(O)C(Nc2ccccc2Cl)C1 (stereo not drawn) | -23% | 1% | 0.3% | -14% | -13% | -1% | 14% | 8% | i |
| Cc1ccccc1-n1c(=O)n(CCc2ccccc2)c(=O)c2[nH]cnc21 | -4% | . | -0.9% | -7% | ? | -1% | 0% | -7% | i |
| Cc1nnc(SCC(=O)N2CCN(Cc3ccccc3)CC2)s1 | 18% | -3% | 0.2% | 1% | 8% | -3% | 15% | -3% | i |
| COC(=O)C1C(=O)C2=C(CC1C)NC(C)=C(C(=O)OC(C)C)C2c1ccc(C)o1 (stereo not drawn) | 18% | 12% | 0.3% | -8% | 0% | 1% | -4% | 2% | i |
| Cc1c(C(=O)Nc2ccc(C(=O)O)cc2)cnn1C | 36%[activator] | 7% | -0.6% | 14% | 8% | -6%[57.1 µM] | -1% | -12% | i |
| CCN1C(=O)[C@@H]2[C@@H]3CN(S(=O)(=O)c4ccc(C)cc4)[C@@H](c4ccccc4)[C@@H]3C(=O)C[C@@H]2C1=O | -8% | 9% | 0.2% | -20% | . | 14% | . | . | i |
| Cc1ccc(-c2csc3ncnc(N4CCN(c5ccccc5O)CC4)c23)cc1 | 2% | 10% | 0.0% | 0% | 14% | -15% | -3% | ? | i |
| COc1ccc(CCNc2nc(=S)[nH]c3cc(OC)c(OC)cc23)cc1OC | -9% | . | -0.6% | -9% | -9% | -1% | 20% | 2% | i |
| CC(=O)Nc1c(C(=O)c2ccc(F)cc2)oc2ccccc12 | -4% | -11% | -0.1% | -6% | ? | 10% | . | 13% | i |
| Cc1ccc(NC(=O)CN(C)S(=O)(=O)c2cnc[nH]2)cc1C | 6% | 1% | 0.7% | 16% | 13% | -22%[57.1 µM] | -1% | -3% | i |
| COc1ccc(S(N)(=O)=O)cc1C(=O)OCC1CCCCC1 | -10% | 3% | -0.1% | -24% | -4% | -5% | -2% | -11% | i |
| COc1ccc(-c2nc(CN3CCC(c4ccccc4)CC3)c(C)o2)cc1OC | -22% | -7% | 1.7% | -25% | -6% | -9% | 2% | 2% | i |
| Cc1ccc2nc(NCC(=O)NN)nc(-c3ccccc3)c2c1 | -11% | -3% | 2.3% | -11% | 11% | -13% | 4% | ? | i |
| Cc1ccc(N2C(=O)C3C4C=CC(C4)C3C2=O)cc1 (stereo not drawn) | 15% | 3% | -0.2% | 7% | 0% | -1% | -2% | 0% | i |
| COc1ccncc1-c1ccc(C2=CC(=O)CC(C)(C)C2=O)cc1 | 3% | ? | 7.2% | -18% | . | 5% | . | . | . |
| Cc1cccc(C)c1NC(=S)NCc1ccccc1 | 2% | -7%[11.3 µM] | 0.0% | -17% | -3% | -1% | 2% | -2% | i |
| Cc1cccc(OCc2n(CC(=O)OC3CC(C)CCC3C(C)C)c3ccccc3[n+]2C)c1 (stereo not drawn) | 16µM* | ? | -2.3% | 20µM* | -12% | -13% | -13% | ? | . |
| COc1ccc(S(=O)(=O)N2CCc3ccccc32)cc1OC | -11% | -22% | 1.4% | -12% | ? | -27% | 3% | 9% | i |
| Nc1nc(SCC(=O)NCc2ccccc2)[nH]c(=O)c1NC(=O)c1ccccc1F | 11% | -7% | -0.1% | 0% | 6% | 18% | 4% | 15% | i |
| Cc1ccc(-c2ccc3c(c2)O[C@H](CN(C)Cc2cncnc2)[C@@H](C)CN([C@H](C)CO)S3(=O)=O)cc1 | 3% | -10% | 4.8% | -21% | . | -10% | . | . | i |
| COc1ccccc1CNC(=O)CN(C)S(=O)(=O)c1ccc2c(c1)n(C)c(=O)c(=O)n2C | 5% | 1% | -0.6% | 2% | 3% | 0% | 11% | -1% | i |
| CC(=O)c1cccc(NC(=O)c2ccc(S(=O)(=O)N3CC(C)OC(C)C3)cc2)c1 (stereo not drawn) | -5% | -11% | 0.0% | -1% | -13% | 3% | 0% | 8% | i |
| COc1ccc(CC(=O)NCC(C)(C)N2CCOCC2)cc1 | 11% | -4% | 0.1% | 70% | 2% | -4% | 2% | 0% | i |
| CC(=O)Nc1ccc(S(=O)(=O)N(C)c2ccc(OCC(=O)OCC(=O)NCc3ccco3)cc2)cc1 | 4% | . | 0.3% | 2% | 10% | 7% | -9% | ? | i |
| CCc1nc2ccc(C(=O)Nc3cccc(NS(C)(=O)=O)c3)cn2c1N(C)CCN1CCOCC1 | -6% | 4% | -0.3% | -1% | . | -3% | . | . | i |
| CSCCNC(=O)C1(C)CCN1C(=O)CCc1ccccc1 (stereo not drawn) | -3% | 3% | -0.1%[9.22 µM] | 0% | . | 3% | . | . | i |
